Screening results from PubChem BioAssay.
DAX1 inh-1 = DAX1 (NR0B1) inhibition, primary screen; HEK293T StAR-luciferase reporter, SF-1/DAX-1 repression relief; inhibition, % at 6.8 µM; hit rate 1.1% among 370,000; AID 652010;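 active = inhibition above the mean over all tested compounds plus 3 SD, cut at about 3.6% in these data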;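 note: 0% = DAX-1 cells with DMSO and 100% = cells lacking DAX-1 with DMSO; higher inhibition means more luminescence from relief of DAX-1 repression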
NPR1 activator = GC-A (human) enzyme activation. P16066. HEK293 GC-A cells, cGMP TR-FRET, EC30 ANP; 0% at EC30 ANP, 100% saturating ANP. activation, % at 10 µM. hit rate 0.14% among 370,000. AID 1671463; in the data active = activation above about 40%
ADAM10 inh = inhibits human ADAM10; O14672; recombinant ADAM10, EDANS/DABCYL FRET peptide cleavage, 3 h; inhibition, % at 7 µM; hit rate 0.62% among 370,000; AID 720582;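 active = inhibition above a per-campaign cutoff equal to the mean of compounds falling between control-based bounds plus 3 SD, cut at about 20% in these data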;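 note: 0% = DMSO wells while the 100% control is not disclosed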
sPLA2-III inh = Inhibits HGIII-sPLA2 liposome hydrolysis, primary screen; Q9NZ20; hit rate 0.56% among 370,000; inhibition, % at 12.2 µM; QFRET BODIPY PC-A2 liposome hydrolysis, fluorescence;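 active = inhibition above mean plus 3 SD of compounds lying within the high and low control bounds, cut at about 19% in these data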;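 note: 0% = median of test compound wells and 100% = no enzyme DMSO wells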
DAX1 inh-2 = inhibitors of human orphan nuclear receptor DAX1 (NR0B1) | hit rate 0.99% among 340,000 | P51843 | inhibition, % at 6.75 µM | AID 504766 | HEK293 Gal4-DAX1 luciferase reporter, luminescence;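 active = inhibition above the mean over all tested compounds plus 3 SD, cut at about 4.2% in these data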;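 note: 0% = DAX1-transfected cells with DMSO and 100% = empty-vector control cells with DMSO; inhibition shows as a rise in luminescence from relieved DAX1 repression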
hcDAF12 agonist = activators of H. contortus DAF-12 nuclear receptor; hit rate 1.4% among 370,000; HEK293 hcDAF-12 lit1-tk-luc reporter, luminescence; 0% DMSO, 100% Δ7-dafachronic acid; activation, % at 6.8 µM; AID 652067;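 active = activation above the mean of all tested compounds plus 3 SD, cut at about 5.5% in these data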;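 note: 100% = response to 3 µM Δ7-dafachronic acid high control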
hgDAF-12 ag = agonists of H. glycines DAF-12 nuclear receptor; HEK293 GAL4-hgDAF12 UAS-luciferase reporter, agonist luminescence; normalized to butyrate control; activation, % at 6.8 µM; hit rate 1.8% among 370,000;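 active = activation above a cutoff set at the mean of all screened compounds plus 3 SD, cut at about 10% in these data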;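 note: 0% = DMSO wells and 100% = sodium butyrate wells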
GAA850 FXN act = activators of GAA850 frataxin (FXN) promoter. HEK293 lucGAA850 FXN promoter luciferase reporter, 24 h; percent of 10 µM SAHA response. activation, % at 6 µM. hit rate 0.56% among 360,000;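 active = activation above the average of all compounds screened plus 3 SD, cutoff fixed separately per campaign, cut at about 7.5% in these data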;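 note: 0% = DMSO wells and 100% = 10 µM SAHA wells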
SMARCA2 act = increases SMARCA2 function in MMTV reporter cells; MG213 cells, MMTV-luciferase reporter, dexamethasone, overnight; activation, % at 9.1 µM; hit rate 1% among 370,000; AID 652017; in the data active = activation above about 7.8%;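 note: 0% = vehicle wells and 100% = reference activator wells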
GC-B act = GC-B (human) receptor activation; hit rate 0.11% among 370,000; activation, % at 10 µM; P20594; HEK293-GC-B cells, CNP EC30, cGMP TR-FRET; 0% at EC30 CNP, 100% saturating CNP; AID 1920062;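 active = activation at 10 µM reaching about 35% in either raw or pattern-adjusted values, limit read from the data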
Target sequence (P20594 whole entry, looked up): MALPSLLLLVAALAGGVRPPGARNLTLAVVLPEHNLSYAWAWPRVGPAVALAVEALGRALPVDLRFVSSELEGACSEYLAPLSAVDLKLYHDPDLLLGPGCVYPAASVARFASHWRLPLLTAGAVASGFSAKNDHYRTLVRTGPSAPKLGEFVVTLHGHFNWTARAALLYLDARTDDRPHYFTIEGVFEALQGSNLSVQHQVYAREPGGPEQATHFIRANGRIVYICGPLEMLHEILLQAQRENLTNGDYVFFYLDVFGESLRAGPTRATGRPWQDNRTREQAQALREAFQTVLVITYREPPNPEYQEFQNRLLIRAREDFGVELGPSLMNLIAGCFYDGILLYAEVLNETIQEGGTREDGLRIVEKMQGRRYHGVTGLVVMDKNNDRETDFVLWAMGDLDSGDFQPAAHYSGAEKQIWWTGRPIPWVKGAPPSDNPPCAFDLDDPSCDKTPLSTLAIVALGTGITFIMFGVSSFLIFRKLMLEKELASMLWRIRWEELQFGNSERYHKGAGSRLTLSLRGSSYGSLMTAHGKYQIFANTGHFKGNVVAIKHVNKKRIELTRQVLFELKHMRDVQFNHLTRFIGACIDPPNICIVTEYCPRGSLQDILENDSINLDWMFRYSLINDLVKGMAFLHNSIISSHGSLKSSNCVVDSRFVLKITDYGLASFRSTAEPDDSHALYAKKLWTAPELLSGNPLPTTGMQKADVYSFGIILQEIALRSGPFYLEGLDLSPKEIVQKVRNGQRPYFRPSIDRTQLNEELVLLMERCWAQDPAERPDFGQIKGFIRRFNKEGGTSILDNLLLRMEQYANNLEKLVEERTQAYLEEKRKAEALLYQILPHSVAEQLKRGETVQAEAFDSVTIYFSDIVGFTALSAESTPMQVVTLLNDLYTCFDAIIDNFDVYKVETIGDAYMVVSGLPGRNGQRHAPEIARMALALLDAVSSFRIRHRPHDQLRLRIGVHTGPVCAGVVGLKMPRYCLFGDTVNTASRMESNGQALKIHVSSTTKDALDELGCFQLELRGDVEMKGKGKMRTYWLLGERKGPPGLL
ssDAF12 agonist = S. stercoralis DAF-12 activation, primary screen; HEK293 ssDAF-12/GRIP1 lit1-tk-luc reporter, luminescence; % of 3 µM dafachronic acid response; activation, % at 6.8 µM; hit rate 1% among 370,000; AID 652126;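 active = activation above the mean over all tested compounds plus 3 SD, cut at about 0.9% in these data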;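 note: 0% = DMSO-only wells and 100% = 3 µM delta7-dafachronic acid wells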
Numbers without * were called inactive; . = no result given.

SMILES,DAX1 inh-1,NPR1 activator,ADAM10 inh,sPLA2-III inh,DAX1 inh-2,hcDAF12 agonist,hgDAF-12 ag,GAA850 FXN act,SMARCA2 act,GC-B act,ssDAF12 agonist
CCCC(C(=O)NC(C)(C)CC)N(Cc1ccco1)C(=O)CNS(=O)(=O)c1ccccc1 (centres undefined),-0.3,-1,6,-10,0.7,-2.1,0.6,0.6,0,-10,-1.1
CS(=O)(=O)c1ccc(Cl)c(C(=O)NCC2CCCCC2)c1,-0.5,3,-8,1,0.5,-3.3,2.3,2.0,2,2,-1.1
Cn1c(=O)n(C)c2cc(C(=O)c3ccccc3)ccc21,-0.4,0,-7,1,0.2,-0.2,0.4,0.7,-3,0,-0.9
O=C(CCCn1nnnc1CN1CCOCC1)N1CCC(c2ccccc2F)C1 (centres undefined),-0.3,1,-10,1,0.2,-2.0,1.4,2.9,-3,3,-0.9
Cc1[nH]c(C)c(S(=O)(=O)N(Cc2ccccc2)C(C)C)c1C(=O)N1CCCC1,0.1,-6,-2,0,-0.7,-0.3,0.5,0.5,0,-1,-0.8
O=C(Cc1cnc2ncnn2c1)N1CCc2c([nH]c3ccccc23)C1c1ccccn1 (centres undefined),-0.1,-5,-3,2,-0.4,-1.2,-0.7,1.9,-1,-4,-1.4
CCOC(=O)c1c(-c2ccc(C)cc2)csc1NC(=O)c1ccc(N2C(=O)CCC2=O)cc1,0.3,-3,-1,0,0.6,2.2,-3.0,2.5,-4,1,-1.8
COC(=O)C/C=C/[C@H](C)[C@@H](NC(=O)C(F)(F)F)c1ccccc1Br,-0.1,3,-2,-2,.,-1.8,0.0,.,-4,-10,-0.9
N#C/C(=C\c1ccc2c(c1)OCCO2)C(=O)Nc1ccc(C(=O)O)cc1,0.2,2,-2,11,3.0,0.4,6.1,2.1,2,-3,-1.1
COc1ccccc1-c1n[nH]c(=S)n1-c1ccccc1,0.7,1,7,10,0.5,3.1,-0.9,4.4,6,-6,-0.8

4 consecutive entries from above, quoted:
SMILES,DAX1 inh-1,NPR1 activator,ADAM10 inh,sPLA2-III inh,DAX1 inh-2,hcDAF12 agonist,hgDAF-12 ag,GAA850 FXN act,SMARCA2 act,GC-B act,ssDAF12 agonist
CCOC(=O)c1c(-c2ccc(C)cc2)csc1NC(=O)c1ccc(N2C(=O)CCC2=O)cc1,0.3,-3,-1,0,0.6,2.2,-3.0,2.5,-4,1,-1.8
COC(=O)C/C=C/[C@H](C)[C@@H](NC(=O)C(F)(F)F)c1ccccc1Br,-0.1,3,-2,-2,.,-1.8,0.0,.,-4,-10,-0.9
N#C/C(=C\c1ccc2c(c1)OCCO2)C(=O)Nc1ccc(C(=O)O)cc1,0.2,2,-2,11,3.0,0.4,6.1,2.1,2,-3,-1.1
COc1ccccc1-c1n[nH]c(=S)n1-c1ccccc1,0.7,1,7,10,0.5,3.1,-0.9,4.4,6,-6,-0.8

Further records
SMILES,DAX1 inh-1,NPR1 activator,ADAM10 inh,sPLA2-III inh,DAX1 inh-2,hcDAF12 agonist,hgDAF-12 ag,GAA850 FXN act,SMARCA2 act,GC-B act,ssDAF12 agonist
CCn1c(/C=C/c2c(C)n(CC)c3ccccc23)nc2ccccc2c1=O,-0.1,-13,-1,24*,-0.3,1.3,-1.1,0.1,1,-10,-0.8
Cc1cc(NC(=O)COc2ccc3ccccc3c2Br)no1,6.0*,3,-5,-5,0.8,3.0,9.2,3.8,6,-2,-0.7
O=c1c2cc3c(nc2[nH]c(=S)n1-c1ccccc1)CCCC3,-0.5,-3,-35,13,2.8,1.9,0.7,1.0,0,-5,-1.5
Cc1ccc(C(=O)NC(=S)NCc2cccnc2)cc1,-1.2,4,5,12,-0.5,-1.7,6.1,1.7,-2,-2,-0.6
Cc1ccc(S(=O)(=O)N2CCN(C(=O)Cn3c(=O)oc4ccccc43)CC2)c(C)c1,0.8,1,-13,14,-0.5,0.3,0.7,-0.3,-5,1,-0.7
CCOc1ccc(Nc2ccc([N+](=O)[O-])c3nonc23)cc1,0.5,-3,4,12,1.2,0.2,3.4,1.1,2,-8,-0.5
CCC(C)(C)n1nnnc1C(c1cc2cc(C)cc(C)c2[nH]c1=O)N1CCN(C(=O)c2ccco2)CC1 (centres undefined),0.9,-1,-19,1,0.0,-0.5,0.8,7.3,-1,0,-0.5
CN1C(C(=O)Nc2ccc(OC(F)(F)F)cc2)=CC(c2ccc3c(c2)OCO3)=NS1(=O)=O,0.0,2,-8,-4,1.2,1.8,0.8,-0.5,-3,0,-0.9
CC(C)(C)n1nnnc1C(c1cccnc1)N(Cc1ccccc1)Cc1cccs1 (centres undefined),-0.2,-47,7,-7,1.9,-3.0,-2.4,1.8,-5,-23,-1.4
Cc1c(N)cc2c(c1N)C(C)(C)CC2(C)C,-1.0,-2,-4,10,1.8,1.3,2.2,2.1,-2,0,-1.1
CCC(Sc1nc(-c2ccccc2)c(-c2ccccc2)[nH]1)C(=O)O (centres undefined),0.3,5,-30,-8,0.4,-1.1,-0.4,1.4,1,5,-1.5
CC(=O)Nc1ccc(NC(=O)C(C)n2nc([N+](=O)[O-])c(Br)c2C)cc1 (centres undefined),0.6,-1,0,-2,-0.8,1.2,1.7,4.7,-3,0,-1.4
Cc1csc(=O)n1CCC(=O)N(C)Cc1c(F)cccc1Cl,1.2,-3,3,1,0.1,-1.4,1.6,0.8,-3,1,-0.5
COc1ccc(CCC(=O)NCC2CCCCC2)cc1OC,0.5,-1,4,7,-0.2,0.7,2.8,-0.9,-1,0,-0.3
COc1cc(S(=O)(=O)N(Cc2cccs2)CC2CCCO2)ccc1-n1cnnn1 (centres undefined),0.8,-6,2,3,0.0,0.9,-3.7,-0.3,-3,-6,-0.2
Cc1cc(NC(=O)c2cccs2)ncc1NC(=O)C(C)C,1.4,-1,-6,2,1.9,-0.1,11*,3.4,8,-6,0.6
CCCS(=O)(=O)C/C(N)=N/OC(=O)c1ccccc1Cl,0.1,1,-6,12,.,-0.8,0.0,0.4,-3,7,-1.0
CCSc1nnc(NC(=O)c2ccc(S(=O)(=O)N(C)C)cc2)s1,0.8,0,0,2,1.1,-1.4,2.4,-0.7,-2,-1,-1.4
C/C(=N\NC(=S)NCc1ccccc1)c1ccc(Cl)cc1,-0.2,2,6,11,-0.8,-0.7,-0.2,2.9,-5,-1,-1.6
Cc1cc(C)c(NC(=O)c2oc3ccccc3c2COc2ccccc2)c(C)c1,-0.2,0,8,-9,0.8,-2.4,-2.0,1.9,-3,-6,-1.8
Cc1ccc(N2/C(=N/c3nc(C)cc(C)n3)NC(=O)CC2C(=O)O)cc1 (centres undefined),0.3,3,1,6,-0.4,5.8*,2.8,0.6,1,-1,0.2
Cc1ccc(OCC(=O)N(C)CC(=O)Nc2cccc(F)c2)cc1,-1.0,-2,12,0,0.8,-0.1,0.2,-1.0,-1,-4,-1.0
O=C(/C=C/c1cccc(F)c1)OCC(=O)N1CCCc2ccccc21,1.8,2,5,-1,-0.4,0.6,2.5,1.9,0,0,-1.0
COc1cccc(CNC(=O)c2cccnc2Sc2ccccc2)c1,-3.9,0,-3,-7,-0.4,0.3,-1.9,2.8,1,-3,-1.4
CN1CCC[C@H]1CCNC(=O)c1c(-c2ccsc2)sc2ccccc12,0.3,-5,-9,7,1.1,-1.4,-0.2,-0.1,1,-3,-1.3
COc1ccccc1NS(=O)(=O)c1cccc2nsnc12,0.4,1,-3,7,0.6,-0.9,1.4,1.2,-1,-1,-0.7
COc1ccc(S(=O)(=O)NCCSc2ccc(Cl)cc2)cc1OC,0.5,-2,1,-27,-1.6,-0.8,-1.6,3.0,-1,-5,-1.0
C/C(=N\O)c1c(C)c2ccccc2n1C,0.1,3,3,4,-0.3,-0.2,-1.0,0.8,1,1,-1.2
Oc1ccccc1Nc1nc(NCC2CCCO2)c2ccccc2n1 (centres undefined),-0.7,6,4,-1,-1.6,-2.7,0.5,-4.6,-2,-6,-1.5
COc1ccc2c(c1)N[C@@](CCN1C(=O)c3ccccc3C1=O)(c1[nH]c3ccccc3c1CCN1C(=O)c3ccccc3C1=O)C2=O,.,-2,6,1,.,-1.5,-4.0,.,.,-1,-1.2
COc1cc(/C=C2\CCC/C(=C\c3ccc(O)c(OC)c3)C2=O)ccc1O,-1.7,-6,7,5,-2.7,-3.6,-11,-1.5,-3,1,-1.9
Cc1occc1C(=O)Nc1ccccc1NC(=O)c1ccoc1C,-0.4,-12,1,-5,-0.5,1.6,-1.7,0.1,-2,-8,-0.7
COc1ccc(N(CC(=O)O)S(=O)(=O)c2ccccc2[N+](=O)[O-])c(OC)c1,1.1,0,-5,7,3.1,-0.5,-0.9,-0.2,-4,3,-0.7
CC(Sc1nnc(Nc2ccccc2F)s1)C(=O)NC1CC1 (centres undefined),3.0,3,-3,2,-0.3,0.3,1.1,0.3,0,1,-0.7
CCOC(=O)c1nn(-c2ccccc2C)c(=O)cc1OCC(=O)N1CCN(c2ccccc2)CC1,-1.0,0,6,5,-0.4,-2.1,-1.4,-0.6,-2,0,-1.3
O=C(NC1CCCc2c1cnn2-c1ccc(F)cc1F)c1ccccn1 (centres undefined),-0.6,-3,0,1,-0.8,-2.4,-2.9,-0.1,-4,1,-1.8
